AHR activator – human AHR activation; P35869; AHR-responsive luciferase reporter cells, luminescence; activation, % at 5 µM; actives 2.5% (n = 320,000); AID 2796; in the data active = activation above about 47%;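 also: 0% = vehicle wells and 100% = reference agonist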
Target sequence (P35869 whole entry, looked up): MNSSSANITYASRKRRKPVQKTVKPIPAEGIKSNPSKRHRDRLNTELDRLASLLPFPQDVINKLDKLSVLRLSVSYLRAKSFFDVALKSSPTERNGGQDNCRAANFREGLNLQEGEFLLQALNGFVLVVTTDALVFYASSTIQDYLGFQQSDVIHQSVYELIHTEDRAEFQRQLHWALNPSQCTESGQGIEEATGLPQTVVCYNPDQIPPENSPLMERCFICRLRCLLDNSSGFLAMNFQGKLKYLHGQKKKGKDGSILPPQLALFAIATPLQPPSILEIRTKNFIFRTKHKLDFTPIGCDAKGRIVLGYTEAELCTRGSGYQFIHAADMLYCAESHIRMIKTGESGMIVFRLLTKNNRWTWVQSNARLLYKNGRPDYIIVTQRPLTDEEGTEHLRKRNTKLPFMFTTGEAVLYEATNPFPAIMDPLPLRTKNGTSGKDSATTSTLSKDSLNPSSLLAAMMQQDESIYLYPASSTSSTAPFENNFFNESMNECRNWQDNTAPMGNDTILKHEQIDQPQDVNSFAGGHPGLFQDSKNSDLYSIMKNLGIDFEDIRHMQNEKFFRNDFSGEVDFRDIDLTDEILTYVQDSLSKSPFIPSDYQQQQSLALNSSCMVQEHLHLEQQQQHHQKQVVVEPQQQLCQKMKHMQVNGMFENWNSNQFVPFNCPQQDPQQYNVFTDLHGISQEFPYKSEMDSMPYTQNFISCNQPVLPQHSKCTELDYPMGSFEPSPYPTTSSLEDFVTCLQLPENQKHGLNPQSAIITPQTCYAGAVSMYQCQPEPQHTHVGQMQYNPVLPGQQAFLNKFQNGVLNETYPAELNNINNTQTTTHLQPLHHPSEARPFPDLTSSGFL
AGP1 TOR yeast – alters AGP1-GFP fluorescence in TOR pathway yeast screen; S. cerevisiae AGP1-GFP multiplex flow cytometry, 3 h; GFP as percent of DMSO wells; GFP response vs DMSO, % at 10 µM; actives 0.02% (n = 320,000); AID 2066;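 active = GFP response relative to DMSO above a set limit, near screen average plus 3 SD, cut at about 150% in these data; inconclusive = fewer than 70 cells counted for the yeast strain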;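 also: median GFP channel fluorescence of the gated AGP1 strain per well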
proCasp7 act – activates human procaspase-7, counter-screen for procaspase-3 activators | AID 463210 | actives 0.093% (n = 330,000) | activation, % at 8.5 µM | P55210 | recombinant procaspase-7, Ac-DEVD-pNA absorbance 405 nm; D23A/D198A/D206A triple mutant, cannot self-cleave; scale: DMSO 0, 5 µM enzyme 100;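 active = percent activation above the screen-wide mean plus 3 SD, cut at about 25% in these data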
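signal = Epi-absorbance of released pNA at 405 nm, two timepoints | assay system = Uncleavable procaspase-7 mutant enzyme | reagent = Ac-DEVD-pNA substrate, 400 µM as added | times = 1 h enzyme–compound preincubation and 2 h substrate reaction, both 25 °C | benchmarks = low DMSO alone, high DMSO plus 5 µM PC-7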
RPL19A TOR yeast – yeast TOR pathway RPL19A-GFP modulation | S. cerevisiae RPL19A-GFP strain, flow cytometry, 3 h; active compounds read low | actives 0.3% (n = 330,000) | percent response vs DMSO, % at 10 µM;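 active = percent response vs DMSO below 50%; inconclusive = fewer than 70 events counted for the yeast strain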;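 also: median channel GFP fluorescence of the barcoded RPL19A-GFP strain; ratio of sample median GFP to plate DMSO average so 100% = DMSO; lower means less RPL19A-GFP as with rapamycin TOR inhibition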
procasp3 activ – activators of human procaspase-3. P42574. recombinant procaspase-3 D3A, Ac-DEVD-pNA absorbance 405 nm. activation, % at 8.5 µM. actives 0.11% (n = 330,000). AID 463141;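 active = activation above the mean of all tested compounds plus 3 SD, cut at about 21% in these data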;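 also: 0% = DMSO alone and 100% = DMSO wells spiked with extra 5 µM PC-3 D3A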
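Technique: 405 nm absorbance of p-nitroaniline, reads at 0 and 120 min; Test system: Procaspase-3 D3A mutant; Incubation: 1 h enzyme-compound preincubation, then 2 h substrate reaction, 25 °C; Repeats: singlicate, each compound tested once; Benchmarks: low control DMSO wells, high control DMSO plus 5 µM PC-3 D3A.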
CIT2-GFP yeast – yeast TOR pathway CIT2-GFP modulation. S. cerevisiae CIT2-GFP strain, flow cytometry, 3 h; 100 means same as DMSO wells. GFP response vs DMSO, % at 10 µM. actives 0.065% (n = 320,000). AID 2029;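 active = GFP response relative to DMSO above a set limit, near the screen mean plus 3 SD, cut at about 150% in these data; inconclusive = Fewer than 70 cells measured for a yeast strain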;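 also: ratio of well median GFP fluorescence to mean of DMSO wells on the plate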
MEP2 TOR yeast – alters MEP2-GFP fluorescence in TOR pathway yeast screen | S. cerevisiae MEP2-GFP strain, flow cytometry GFP, 3 h; 100% = DMSO control level | actives 0.51% (n = 330,000) | AID 2016 | GFP response vs DMSO, % at 10 µM;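 active = GFP response versus DMSO above a set limit, roughly screen mean plus 3 SD, cut at about 180% in these data; inconclusive = fewer than 70 cells counted for a yeast strain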;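 also: median GFP fluorescence of the barcode-gated MEP2-GFP cells per well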
LAP4-GFP MLPCN – modulators of TOR pathway LAP4-GFP in S. cerevisiae | S. cerevisiae LAP4-GFP multiplex, flow cytometry GFP, 3 h; median GFP as percent of DMSO wells | GFP response vs DMSO, % at 10 µM | actives 0.34% (n = 320,000) | AID 2023;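 active = GFP response vs DMSO above a set limit, about the screen mean plus 3 SD, cut at about 150% in these data; inconclusive = under 70 cell events counted for the yeast strain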
* marks the source's active call; other numbers are inactive results; ? = inconclusive; nt = no result given; [ ] = another dose, or the depositor's remark. Outcome played no part in choosing rows. Share with any hit: about 3.5%.

SMILES | AHR activator | AGP1 TOR yeast | proCasp7 act | RPL19A TOR yeast | procasp3 activ | CIT2-GFP yeast | MEP2 TOR yeast | LAP4-GFP MLPCN
CCCCc1nnc(NC(=O)C(C)Sc2nc(N)cc(=O)[nH]2)s1 (configuration not stated) | -1 | 102 | 1 | 101 | 2 | 110 | 101 | 98
NC(=O)C1CCN(C(=O)CSCc2ccccc2Cl)CC1 | 6 | 101 | 4 | 99 | 5 | 98 | 97 | 102
O=C(c1cnn(-c2ccccc2)c1)c1ccccc1O | 7 | 87 | -33 | 98 | -12 | 91 | 102 | 99
O=C(Nc1c(-c2ccccc2)nc2ccccn12)c1ccccc1 | 3 | 95 | -12 | 102 | -2 | 98 | 105 | 91
COc1ccc(S(=O)(=O)N2CCCC(C(=O)Nc3cccnc3)C2)cc1Cl (configuration not stated) | 2 | 102 | 3 | 98 | -1 | 94 | 107 | 102
COc1ccc2ccccc2c1-c1sc(Nc2ccccc2)n[n+]1-c1ccc(F)cc1 | 3 | 77 | -7 | 98 | 6 | 67 | 90 | 104
CC1CC(C)CN(CCOCCSc2ccc(Cl)cc2)C1 (configuration not stated) | 6 | 99 | -3 | 100 | -7 | 99 | 97 | 104
Cn1cccc1Cc1nnc(SCC(=O)N2CCCCCC2)n1CCc1ccccc1 | 0 | 110 | 0 | 98 | 2 | 105 | 114 | 110
CN(C)CCCN1C(=O)CSC1c1ccccc1 (configuration not stated) | -1 | 90 | -4 | 94 | 4 | 99 | 90 | 90
CC(=O)Nc1ccccc1OCC(=O)NC1CCCCC1C (configuration not stated) | -1 | 100 | -2 | 96 | -1 | 99 | 101 | 94
COc1ccc(NC(=O)CN(C)S(=O)(=O)c2ccc3c(c2)c(=O)n(C)c(=O)n3C)cc1 | 1 | 104 | -13 | 103 | 19 | 106 | 100 | 103
C=CCSc1nnc(-c2ccc([N+](=O)[O-])cc2)o1 | -5 | 101 | 7 | 106 | -3 | 102 | 106 | 101
O=c1[nH]c(/C=C/c2ccccc2)c([N+](=O)[O-])c(=O)[nH]1 | nt | 97 | nt | 97 | nt | 101 | 97 | 93
O=C(CCc1ccccc1Cl)Nc1ccc(S(=O)(=O)N2CCOCC2)cc1 | 0 | 95 | -5 | 91 | 13 | 94 | 94 | 97
Cc1cc2c(c(/C=C/C(=O)c3ccccc3)c1)OC1(C=C2)Oc2ccccc2C(=O)N1C (configuration not stated) | -2 | 106 | 3 | 103 | -1 | 101 | 103 | 103
CC(=O)Nc1ccc(N(C(=O)CNC(=O)c2ccco2)C(C(=O)NCc2ccco2)c2ccccc2F)cc1 (configuration not stated) | 0 | 98 | 4 | 103 | -2 | 109 | 104 | 89
CSc1ncc(Cl)c(C(=O)Nc2ccc(C)c(C)c2)n1 | 20 | 94 | 9 | 98 | -5 | 107 | 107 | 97
CC(C)NC(=O)COc1nncc2ccccc12 | 0 | 101 | 1 | 98 | 2 | 91 | 95 | 96
O=C(COc1ccccc1)NCCSc1ccccc1 | 5 | 92 | 0 | 97 | 5 | 86 | 93 | 98
CCC(C)(C)NC(=O)C(Sc1ccccc1)c1ccccc1 (configuration not stated) | -1 | 99 | 2 | 96 | -1 | 92 | 102 | 92
CCOC(=O)C1CCN(S(=O)(=O)c2ccc3c(c2)NC(=O)C(C)S3)CC1 (configuration not stated) | -1 | 93 | -4 | 94 | 2 | 95 | 93 | 92
CCCCn1nnc(NC(=O)c2ccco2)n1 | 3 | 96 | 4 | 97 | 5 | 91 | 102 | 97
COc1ccc(OC)c(NC(=O)C(C)SCc2nc3sc(C)c(C)c3c(=O)[nH]2)c1 (configuration not stated) | 4 | 89 | -8 | 93 | -3 | 89 | 95 | 93
CC(C)OC(=O)CSc1nc2cccnc2n1C1CCCCC1 | 9 | 89 | 6 | 109 | 1 | 87 | 89 | 88
CN(CC(=O)Nc1ccc(F)cc1)C(=O)C1CC(=O)N(Cc2ccccc2)C1 (configuration not stated) | -2 | 99 | -9 | 108 | 1 | 109 | 105 | 96
More results follow:
SMILES | AHR activator | AGP1 TOR yeast | proCasp7 act | RPL19A TOR yeast | procasp3 activ | CIT2-GFP yeast | MEP2 TOR yeast | LAP4-GFP MLPCN
N#Cc1cc2cc3ccccc3nc2n2c(=O)c3ccccc3nc12 | 12 | 93 | 7 | 95 | 0 | 91 | 90 | 90
Cn1c(=O)n(C)c2cc(S(=O)(=O)NCCO)ccc21 | 0 | 94 | 8 | 92 | 0 | 96 | 96 | 91
COc1ccc2cc(C(=O)C3CCCN(C(=O)c4cncs4)C3)ccc2c1 (configuration not stated) | 59* | 99 | 0 | 96 | 10 | 98 | 95 | 95
CN(CCc1cnn(C)c1)Cc1cn(C)nc1-c1ccc2c(c1)OCCO2 | 24 | 99 | -6 | 103 | 8 | 103 | 103 | 90
CCN(CC)P(=O)(/C(Cl)=C\Nc1c(C)n(C)n(-c2ccccc2)c1=O)N(CC)CC | 0 | 103 | -16 | 99 | -5 | 113 | 101 | 105
Cc1ccc(C(=O)NC2(C(F)(F)F)NC(=O)N(c3ccc(Cl)cc3)C2=O)cc1 (configuration not stated) | 1 | 98 | 5 | 99 | 5 | 94 | 100 | 102
C[C@H]1CN([C@@H](C)CO)C(=O)Cc2cc(NC(=O)CCC(F)(F)F)ccc2O[C@H]1CN(C)Cc1ccc(-c2ccccc2)cc1 | 1 | 94 | -3 | 94 | 12 | 88 | 99 | 94
CC(NC(=O)C1CCC(C(=O)NC(C)c2ccccc2)CC1)c1ccccc1 (configuration not stated) | 0 | 100 | -11 | 98 | 5 | 104 | 104 | 92
CCOC(=O)c1oc2cc(OCC(=O)OC)ccc2c(=O)c1-c1ccc(OC)c(OC)c1 | 2 | 99 | 8 | 100 | -3 | 102 | 105 | 98
CC(C)c1ccc(NC(=O)CCCN2C(=O)NC(C)(C)C2=O)cc1 | 4 | 101 | 5 | 99 | 5 | 98 | 95 | 106
CCN(CC)C(=O)C1CCCN(c2ccc([N+](=O)[O-])cc2/C=N/NC(=O)c2cccc(O)c2)C1 (configuration not stated) | 0 | 102 | -4 | 101 | 0 | 104 | 105 | 101
CNC(=S)N/N=C/c1ccc(C(C)C)cc1 | 4 | 94 | 10 | 98 | -1 | 98 | 102 | 117
COCCCNC(=S)N/N=C/c1ccc2ccccc2c1 | -1 | 87 | -1 | 98 | 7 | 83 | 99 | 93
Oc1ccc(N=Nc2ccc3c(c2)OCCO3)c2cccnc12 | 14 | 113 | 17 | 95 | 11 | 117 | 116 | 128
CCCNC(=O)CN1C(=O)COc2ccc(S(=O)(=O)N3CCCCCC3)cc21 | 0 | 109 | 0 | 105 | 8 | 125 | 111 | 93
CCCCNC(=O)NS(=O)(=O)c1ccc(C(=O)OC(C)C)o1 | 3 | 109 | 6 | 96 | 4 | 103 | 104 | 118
CCn1c(=O)cc(OCC(=O)NCCCN2CCC(C)CC2)c2ccccc21 | 3 | 103 | 7 | 102 | 6 | 104 | 103 | 113
O=C(CNC(=O)c1ccccc1F)OCC(=O)N1CCCc2ccccc21 | -3 | 107 | 6 | 101 | 1 | 104 | 102 | 99
CCCNC(=O)COC(=O)c1ccccc1C(=O)c1ccc(Cl)c([N+](=O)[O-])c1 | -1 | 94 | -6 | 94 | 2 | 94 | 97 | 89
CC1CCCN(S(=O)(=O)c2ccc3c(c2)C(C)(C)C(=O)N3C)C1 (configuration not stated) | -1 | 105 | -1 | 102 | 5 | 101 | 105 | 106
COc1ccc(NC(=O)C2CCN(c3nc(C)cc(C)n3)CC2)cc1 | 5 | 95[may fluoresce red] | -3 | ? | 1 | 96[may fluoresce red] | 96[may fluoresce red] | 92[may fluoresce red]
O=C(c1cccc(S(=O)(=O)N2CCc3ccccc3C2)c1)N1CCN(c2ccccc2)CC1 | -2 | 88 | 0 | 93 | -1 | 91 | 90 | 80
O=C(O)c1cccc([N+](=O)[O-])c1C(=O)Nc1cccc2ccccc12 | 84* | 99 | -11 | 109 | -10 | 105 | 115 | 98
CC(C)COC(=O)c1ccc2c(c1O)C(=O)c1ccccc1C2=O | 2 | 104 | 3 | 98 | -5 | 95 | 106 | 126
O=C(NC1CCCC(C(F)(F)F)C1)c1ccc([N+](=O)[O-])o1 (configuration not stated) | -1 | 90 | -2 | 93 | 4 | 88 | 97 | 92
CC(C)CCN1CC(O)=C(c2nc(-c3ccc(Cl)cc3)cs2)C1=N | 21 | 99 | -8 | 99 | 1 | 96 | 130 | 112

Single entries from the results shown.
AGP1 TOR yeast result of CNC(=S)N/N=C/c1ccc(C(C)C)cc1 stands at 94
CIT2-GFP yeast result of Oc1ccc(N=Nc2ccc3c(c2)OCCO3)c2cccnc12 stands at 117

Sorted by heavy-atom count (ascending): part of the list above.
SMILES | AHR activator | AGP1 TOR yeast | proCasp7 act | RPL19A TOR yeast | procasp3 activ | CIT2-GFP yeast | MEP2 TOR yeast | LAP4-GFP MLPCN
CCCCn1nnc(NC(=O)c2ccco2)n1 | 3 | 96 | 4 | 97 | 5 | 91 | 102 | 97
CN(C)CCCN1C(=O)CSC1c1ccccc1 (configuration not stated) | -1 | 90 | -4 | 94 | 4 | 99 | 90 | 90
O=C(c1cnn(-c2ccccc2)c1)c1ccccc1O | 7 | 87 | -33 | 98 | -12 | 91 | 102 | 99
COCCCNC(=S)N/N=C/c1ccc2ccccc2c1 | -1 | 87 | -1 | 98 | 7 | 83 | 99 | 93
CC(=O)Nc1ccccc1OCC(=O)NC1CCCCC1C (configuration not stated) | -1 | 100 | -2 | 96 | -1 | 99 | 101 | 94
CC(C)OC(=O)CSc1nc2cccnc2n1C1CCCCC1 | 9 | 89 | 6 | 109 | 1 | 87 | 89 | 88
CC(C)c1ccc(NC(=O)CCCN2C(=O)NC(C)(C)C2=O)cc1 | 4 | 101 | 5 | 99 | 5 | 98 | 95 | 106
O=C(O)c1cccc([N+](=O)[O-])c1C(=O)Nc1cccc2ccccc12 | 84* | 99 | -11 | 109 | -10 | 105 | 115 | 98
COc1ccc2ccccc2c1-c1sc(Nc2ccccc2)n[n+]1-c1ccc(F)cc1 | 3 | 77 | -7 | 98 | 6 | 67 | 90 | 104
Cc1cc2c(c(/C=C/C(=O)c3ccccc3)c1)OC1(C=C2)Oc2ccccc2C(=O)N1C (configuration not stated) | -2 | 106 | 3 | 103 | -1 | 101 | 103 | 103
O=C(c1cccc(S(=O)(=O)N2CCc3ccccc3C2)c1)N1CCN(c2ccccc2)CC1 | -2 | 88 | 0 | 93 | -1 | 91 | 90 | 80
CCN(CC)C(=O)C1CCCN(c2ccc([N+](=O)[O-])cc2/C=N/NC(=O)c2cccc(O)c2)C1 (configuration not stated) | 0 | 102 | -4 | 101 | 0 | 104 | 105 | 101
CC(=O)Nc1ccc(N(C(=O)CNC(=O)c2ccco2)C(C(=O)NCc2ccco2)c2ccccc2F)cc1 (configuration not stated) | 0 | 98 | 4 | 103 | -2 | 109 | 104 | 89

High-throughput results deposited in PubChem by several laboratories.
